Nrf2 ARE act: Nrf2 pathway activation; AID 624171; 410,000 compounds, 0.31% hits; AREc32 ARE-luciferase reporter (MCF7-derived line), luminescence, 24 h; Potency, µM (highest dose often 46.1 µM), for inactives: at the highest dose activation, actives largely listed as activators; further: potency means the concentration at half of the fitted maximal effect; % of control where 0% means no effect; nearly all actives have a fitted effect of over 65% in size
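Luminescent ARE reporter assay in AREc32_Fluc cells: overnight plating at 37 deg C, 24 hr compound incubation, Steady-Glo added, 30 min RT before reading.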
TGFb inhibitor: inhibitors of TGF-b signaling | HepG2 CAGA-GFP TGF-b/SMAD3 reporter, GFP fluorescence, 18 h; TGF-beta stimulated, 500 pg/mL final | 410,000 compounds, 1.2% hits | Potency, µM (doses to about 46.1 µM), for inactives: top-dose activity, negative = inhibition, most hits filed as inhibitors; further: potency means the concentration at half of the fitted maximal effect; on the % scale 0 is the no-effect control and ±100 the full control effect; nearly all actives have a fitted effect of over 65% in size
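First, reporter cells (HEPG2 CAGA-GFP) rested 2 h at 37 degrees C. Next, compounds were pinned in and TGF-beta added to 500 pg/mL final. After 18 h, GFP was imaged per cell and summed per well.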
MmCpn inh: blocks the Methanococcus maripaludis chaperonin Mm-Cpn. Potency, µM (series often up to 76.9 µM), without a hit: at the highest dose activity, negative = inhibition, most hits filed as inhibitors. AID 504842. purified Mm-Cpn ATPase, ADP Transcreener TR-FRET. 330,000 compounds, 0.031% hits; further: potency means the concentration at half of the fitted maximal effect; on the % scale 0 is the no-effect control and ±100 the full control effect; nearly all actives have a fitted effect of over 80% in size
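ATPase read-out: TR-FRET ADP immunoassay (anti-ADP Eu cryptate vs ADP-d2), ex 320 nm, em 590/665 nm; signal drops as ADP forms. Enzyme 25 nM, ATP 10 uM, 30 min at 37°C after 10 min compound preincubation.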
Akt phos inh: Akt phosphorylation inhibition. Neuro2A IGF-stimulated pAkt S473 HTRF, 20 min; active compounds read low. activity change, % for hits at 50 µM. 360,000 compounds, 0.32% hits. AID 651550; in the data active means activity change below about -80%; inconclusive means mostly about -51% to -80%; further: on the % scale 0 is the no-effect control and ±100 the full control effect
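Neuro2A cells in DMEM with 0.5% FBS, overnight at 37 deg C, given compound at single 50 µM final, then IGF (6 nM final) for 20 min at 37 deg C. Lysed; phospho-Akt Ser473 by HTRF after 24 h, 665/615 ratio.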
Abeta rescue: compounds reversing amyloid beta toxicity in yeast; Potency, µM (highest dose often 46.1 µM), for the others: at the highest dose growth rescue, usual class: activators; 410,000 compounds, 0.063% hits; AID 1347071; yeast expressing A-beta42, growth rescue, OD600, 48 h; response scale: 0% DMSO, 100% iron-clioquinol control; further: potency means the concentration at half of the fitted maximal effect; nearly all actives have a fitted effect of over 55% in size
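Yeast growth medium received pinned compounds, then yeast cells expressing toxic A-beta were added; plates incubated at 30 C for 48 hr. Growth read as absorbance at 600 nm, normalized to DMSO and equimolar FeCl3 plus clioquinol controls.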
CCT chaperon mod: modulators of cytosolic chaperonin (CCT/TRiC) activity. purified chaperonin ATPase assay, HTRF ADP detection, 30 min. activity change, % (no concentration beside the values), hits read low. 360,000 compounds, 0.3% hits; in the data active means activity change below about -30%; further: on the % scale 0 is the no-effect control and ±100 the full control effect
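Enzyme 40 or 20 nM (batch-dependent) in Tris pH 7.4/KCl/MgCl2/DTT; cpd 76 uM single point; ATP 10 uM; 30 min 37 °C; Transcreener ADP HTRF detection, 30 min RT; ratio 665/615.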
A549 viability: A549 cytotoxicity, counter-screen for Nrf2 inhibitors | A549 ARE-Fluc cells, CellTiter-Fluor viability, 18-24 h | Potency, µM (series often up to 46 µM), without a hit: top-dose activity change, negative = cytotoxicity, most hits filed as inhibitors | 390,000 compounds, 0.16% hits | AID 504648; further: potency means the concentration at half of the fitted maximal effect; on the % scale 0 is the no-effect control and ±100 the full control effect
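A549 ARE-Fluc cells in 5% FBS OPTI-MEM, 5000 cells/well, rested 2 h then exposed to compounds in concentration-response for 18-24 h at 37 °C. Viability by CellTiter-Fluor fluorescence (Ex 405/Em 525) after 30 min; luciferase luminescence (BugLite, 15 min, RT) read afterwards.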
Nrf2 block: blocks Nrf2 signaling. 360,000 compounds, 2.1% hits. Potency, µM (doses to about 46 µM), without a hit: top-dose activity change, negative = inhibition, hits mostly inhibitors. A549 ARE-Fluc reporter, luciferase luminescence, 18-24 h; further: potency means the concentration at half of the fitted maximal effect; on the % scale 0 is the no-effect control and ±100 the full control effect; nearly all actives have a fitted effect of over 60% in size
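A549 ARE_Fluc cells (5000/well, 5% FBS OPTI-MEM) pre-incubated 2 h, then treated with compounds 18-24 h at 37C/5% CO2 in concentration-response. CellTiter-Fluor viability read first; BugLite luciferase luminescence after 15 min at room temperature gives Nrf2 activity.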
HepG2 viability: HepG2 cytotoxicity, counter-screen for TGF-b inhibitors | HepG2 CAGA-GFP viability, ATP luminescence, 18 h | Potency, µM (series often up to 46.1 µM), inactives show at the highest dose activity change, negative = cytotoxicity, most hits filed as cytotoxic | 410,000 compounds, 0.76% hits | AID 588856; further: potency means the concentration at half of the fitted maximal effect; some results filed as inactive show a strong effect at the top dose
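CellTiter-Glo luminescence gave cytotoxicity after 18 hours at 37 degrees C. The cells were HepG2 CAGA-GFP in 1% FBS DMEM, stimulated with 500 pg/mL TGF-beta after compound addition. %Activity was normalised to no-cell wells (complete cell-killing) and DMSO (no toxicity), and curves were fitted and classified.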
Starred values were filed as active, the others as inactive; i = inactive; ? = inconclusive; nt = not tested or not shown; [ ] = remark or other dose. Unless noted, the call rests on the fitted dose curve; in most records, active means well fitted curve in the direction sought with a large enough effect; inconclusive means small, poorly fitted or top-dose-only effect, or another doubt; inactive means no such curve, though single readings can be large; an effect the other way counts as inactive or inconclusive.

SMILES | Nrf2 ARE act | TGFb inhibitor | MmCpn inh | Akt phos inh | Abeta rescue | CCT chaperon mod | A549 viability | Nrf2 block | HepG2 viability
COc1cc(-c2nc3ccc(Cl)cn3c2Nc2ccc3c(c2)OCCO3)ccc1O | 20% | ? | nt | nt | -8% | nt | -18% | ? | -25%
CCc1ccc(NC(=O)C(C)OC(=O)c2c(C)nn(Cc3ccccc3)c2Cl)cc1 (configuration not stated) | 4.1% | -13% | 2% | i | -10% | -2.8 | 1% | -17% | -12%
CC12CCC(=O)C=C1CCC1C2CCC2(C)C(O)CCC12 (configuration not stated) | -0.5% | 9% | 1% | i | -28% | -7.8 | 0% | -10% | -27%
COC(=O)C1=C(c2ccc(F)cc2OCc2ccccc2)C[C@@H]2CC[C@H]1N2C(=O)NCC1CC1 | 0.3% | -16% | -1% | i | -9% | 0.7 | -6% | -17% | 6%
O=C(c1cccnc1)C1CCCN(Cc2nc(-c3cnccn3)no2)C1 (configuration not stated) | -0.7% | 15% | 1% | i | 6% | -1.5 | -1% | -5% | 0%
COc1ccccc1N1CCN(Cc2c(F)cccc2F)CC1 | 0.1% | 6% | -8% | nt | -93%[inhibitor] | -2.6 | 6% | nt | -16%
COC(=O)C1=C(c2ccc(S(C)(=O)=O)cc2)C[C@@H]2CC[C@H]1N2C(=O)NC1CCCCC1 | 0.9% | 3% | nt | i | -6% | -2.3 | -6% | -1% | -4%
CCCOC(=O)COc1cc(C)cc2oc(=O)c3c(c12)CCC3 | 0.0% | 0% | 2% | i | 0% | -1.4 | -3% | 9% | 5%
O=C(c1cc2cc(Cl)ccc2[nH]1)N1CCC2(CC1)OCCO2 | 15% | -25% | 3% | nt | 9% | 3.7 | -2% | 3% | -68%
CCOC(=O)C1=C(N)OC2=C(C(=O)CCC2)C12C(=O)Nc1ccccc12 (configuration not stated) | -0.2% | 3% | 1% | i | -7% | -3.2 | -10% | -18% | -3%
Cc1ccc(-n2c(C)nc3cc(Cl)ccc3c2=O)nc1 | -0.4% | 0% | -2% | i | 13% | -3.0 | 0% | ? | -4%
Oc1ccc2c3c1O[C@H]1c4oc5ccccc5c4C[C@@]4(O)[C@@H](C2)N(CC2CC2)CC[C@]314 | 5.0% | -4% | 1% | i | -11% | 2.3 | 1% | 4% | -35%
CCCCCOc1ccc(C)cc1CN(CCCl)CCCl | 17% | ? | -5% | i | -29% | 2.7 | -19% | ? | -39%
CC=C(C)C1(CCC)C(=O)NC(=S)NC1=O | -1.5% | 1% | nt | i | 3% | -1.4 | 0% | 6% | 13%
Cc1cccc(N/N=C/c2c(O)[nH]c(=S)[nH]c2=O)c1 | 5.4% | ? | nt | i | -20% | 0.5 | -2% | -24% | -10%
O=C(COc1ccccc1)NCCc1cnc[nH]1 | 0.3% | -5% | 1% | i | -11% | -0.2 | 2% | 17% | 16%
COc1ccc(NC(=O)N(C)C[C@H]2Oc3c(NC(=O)Nc4ccccc4)cccc3C(=O)N([C@H](C)CO)C[C@@H]2C)cc1 | 0.7% | ? | 0% | i | 1% | -0.8 | 0% | 2% | -10%
CC(C)(C)c1ccc(C(=O)Nc2ccc(Cl)cc2C(=O)c2ccccc2)cc1 | 4.9% | ? | nt | nt | -11% | nt | 1% | -25% | -22%
O=C1CC(=O)N(c2cccc(Br)c2)C(=O)N1 | 2.9% | 5% | -1% | i | 10% | -0.5 | 3% | 4% | -1%
CC(=NCc1ccc2c(c1)OCO2)c1c(O)n(Cc2ccccc2)c(=O)[nH]c1=O | -0.6% | ? | 0% | i | -2% | 1.0 | 9% | ? | 11%
CSc1ccc(C(=O)C2CCCN(Cc3cc4ccccc4[nH]3)C2)cc1 (configuration not stated) | 18% | ? | ? | i | -5% | -1.7 | ? | ? | 0%
CCn1c(O)c(C(c2ccccn2)c2c(O)n(CC)c(=S)[nH]c2=O)c(=O)[nH]c1=S | -0.5% | 17% | -1% | i | 9% | 0.3 | 0%[1.84 µM] | -13% | 1%
Cc1cccc(C)c1-n1nnnc1C(CCc1ccccc1)N1CCC2(CC1)C(=O)NCN2c1ccccc1 (configuration not stated) | -0.1% | 8% | nt | i | -9% | 1.3 | nt | nt | -7%
CC(C)CC(=O)NC(Oc1ccc(Cl)cc1)C(Cl)(Cl)Cl (configuration not stated) | -0.4% | -11% | 0% | i | ? | 0.8 | -2% | 2% | -12%
Cc1nn(CC(C)C)c(Cl)c1C(=O)NC1CCCC1 | -1.1% | -7% | nt | i | 2% | -1.0 | nt | nt | 4%

A different layout for some results above:
Order of results – Nrf2 ARE act, TGFb inhibitor, MmCpn inh, Akt phos inh, Abeta rescue, CCT chaperon mod, A549 viability, Nrf2 block, HepG2 viability
- CC=C(C)C1(CCC)C(=O)NC(=S)NC1=O
→ -1.5%, 1%, nt, i, 3%, -1.4, 0%, 6%, 13%
- Cc1cccc(N/N=C/c2c(O)[nH]c(=S)[nH]c2=O)c1
→ 5.4%, ?, nt, i, -20%, 0.5, -2%, -24%, -10%
- O=C(COc1ccccc1)NCCc1cnc[nH]1
→ 0.3%, -5%, 1%, i, -11%, -0.2, 2%, 17%, 16%
- COc1ccc(NC(=O)N(C)C[C@H]2Oc3c(NC(=O)Nc4ccccc4)cccc3C(=O)N([C@H](C)CO)C[C@@H]2C)cc1
→ 0.7%, ?, 0%, i, 1%, -0.8, 0%, 2%, -10%
- CC(C)(C)c1ccc(C(=O)Nc2ccc(Cl)cc2C(=O)c2ccccc2)cc1
→ 4.9%, ?, nt, nt, -11%, nt, 1%, -25%, -22%
- O=C1CC(=O)N(c2cccc(Br)c2)C(=O)N1
→ 2.9%, 5%, -1%, i, 10%, -0.5, 3%, 4%, -1%
- CC(=NCc1ccc2c(c1)OCO2)c1c(O)n(Cc2ccccc2)c(=O)[nH]c1=O
→ -0.6%, ?, 0%, i, -2%, 1.0, 9%, ?, 11%

Next entries follow:
SMILES | Nrf2 ARE act | TGFb inhibitor | MmCpn inh | Akt phos inh | Abeta rescue | CCT chaperon mod | A549 viability | Nrf2 block | HepG2 viability
NNC(=O)c1ccc(Cl)cc1 | 3.1% | ? | -4% | i | 1% | -1.2 | 1% | 5% | -6%
CN(Cc1ccccc1)C(=O)c1cccc(NC(=O)Cc2ccc([N+](=O)[O-])cc2)c1 | 0.1% | ? | -1% | i | 2% | -1.5 | -6% | ? | -16%
Cc1ccc(N2C(=O)NC(=O)C(CCc3ccccn3)(Cc3ccc(F)cc3)C2=O)cc1 (configuration not stated) | -0.1% | 19% | 2% | i | -18% | -1.9 | 1% | -7% | 0%
O=C1NC(=O)N(Cc2ccc(F)cc2)C(=O)/C1=C\c1ccc([N+](=O)[O-])s1 | 15% | ? | -8% | i | -93%[inhibitor] | -0.7 | -18% | -9% | -42%
CCC(=O)N1N=C2C3CCN(CC3)C2C1c1ccccc1 (configuration not stated) | -0.2% | 8% | 1% | i | 17% | -13 | 0% | -6% | 4%
CC1CCCN(CC(=O)N2CCCc3ccccc32)C1 (configuration not stated) | 0.2% | 1% | 2% | i | 3% | 1.4 | -1% | 11% | -1%
C=CCN1CC[C@@]2(C)c3cc(O)ccc3CC1[C@@H]2C | 0.3% | 10% | 0% | i | -20% | -1.4 | -8% | 1% | 3%
Cc1ccc(CN2C3CCCC2CC(NC(=S)NCc2ccccc2)C3)cc1 (configuration not stated) | 4.9% | -22% | 0% | i | 5% | -1.2 | -11% | 6% | -24%
C[C@H]1C/C=C/[C@H]2[C@H](O)[C@H](C)[C@@](C)(O)[C@H]3[C@H](Cc4ccccc4)NC(=O)[C@]32[C@H](O)/C=C/[C@](C)(O)C1 | 0.5% | -19% | nt | i | -1% | -0.7 | -7% | -27% | -30%
CC12CC(=O)C3C(CCC4CC(=O)C=CC43C)C1CCC2=O (configuration not stated) | 0.0% | 23% | nt | i | -20% | -0.4 | -12% | 3.3µM* | 0%
O=C(CN1C(=O)CCSc2ccccc21)N1CCC2(CC1)OCCO2 | -0.6% | 10% | 0% | i | -3% | -0.9 | 2% | 10% | -5%
O=C(Nc1ccccc1OC(=O)N1CCCCC1)N1CCCCC1 | 0.0% | -7% | 1% | nt | 23% | -3.3 | 1% | 10% | 7%
CCOc1ccc2nc(NC(=O)c3cccn(Cc4ccccc4Cl)c3=O)sc2c1 | -0.9% | 3% | nt | nt | 7% | nt | 0% | nt | 4%
C[C@]12CCC3C(CC[C@H]4C[C@H](O)CC[C@]34C)C1[C@@H](O)[C@@H](O)[C@@H]2O (some centres not stated) | -1.2% | 23% | 0% | i | 0% | 1.2 | 0% | -4% | -23%
C=CCn1c(O)c(/C(C)=N/NC(=S)Nc2ccccc2)c(=O)[nH]c1=O | 0.3% | 0% | 1% | i | -43%[inhibitor] | 0.3 | -1% | 18% | 13%
Cc1ccc2c(c1)C1CN(C)CCC1N2C(=O)c1cccs1 (configuration not stated) | 5.0% | 6% | -1% | i | -6% | -0.9 | -1% | 4% | 13%

Only part of the results is shown (hit frequency here may not be typical).
